# HP1b chromo inh – HTS for Inhibitors of HP1-beta Chromodomain Interactions with Methylated Histone Tails; Chromobox protein homolog 1 (Homo sapiens), P83916; AlphaScreen HP1-beta / biotin-H3K9me3 peptide binding; Potency, µM (series often up to 114 µM), for inactives: at the top dose activity change, negative = inhibition, most hits filed as inhibitors; 390,000 tested, 0.56% active; AID 540317, 2011; note: potency is the fitted concentration of half-maximal effect; nearly all actives have a fitted effect of over 70% in size; inactives centre near 23
#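 Compound inhibition of the preformed complex between 50 nM HP1-beta and 50 nM biotinylated H3K9me3 peptide was read by AlphaScreen. Buffer was PBS pH 7.4 with 0.01% Tween-20. Incubations ran 30 min at room temperature, with 10 ug/mL donor/acceptor beads.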
# ERG Ets-DNA blk – qHTS for Small Molecule Inhibitors of the ERG Ets/DNA interaction | 370,000 tested, 0.028% active | AID 624246, 2012 | fluorescence polarization, His-ERG Ets domain / labelled DNA | Potency, µM (top dose mostly 76.9 µM), for the others: at the highest dose FP activity, negative = inhibition, hits mostly inhibitors; active = well fitted inhibition curve with a large enough effect in the polarisation, with a control signal flat; inconclusive = small, poorly fitted or top-dose-only effect, or effect the other way, or a change in a side signal; inactive = no such curve, though single readings can be large or run the other way; the % refers to the polarisation;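 note: polarization taken with two DNA probes labelled with fluorescein and Texas red; potency is the fitted concentration of half-maximal effect; % of control where 0% means no effect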
#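 His-tagged ERG Ets domain (1 uM in the protein solution; 300mM KCl, 50mM Tris-HCl, 1mM EDTA, 1mM DTT, pH 7.5) received compound, then a probe mix of 5 nM fluorescein-DNA and 100nM Texas-615-DNA. Fluorescence polarization was read for both dyes.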
# G9a inh – qHTS Assay for Inhibitors of Histone Lysine Methyltransferase G9a. Histone-lysine N-methyltransferase EHMT2 (Homo sapiens), Q96KQ7. G9a H3K9 monomethylation, AlphaScreen, 2 h. Potency, µM (series often up to 102 µM), for inactives: top-dose activity, negative = inhibition, hits mostly inhibitors. 350,000 tested, 8.8% active. AID 504332, 2011; note: potency is the fitted concentration of half-maximal effect; % is set by controls: 0 for no effect and ±100 for the full control effect; nearly all actives have a fitted effect of over 75% in size
#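 Methyltransferase reactions run at room temperature for 2 h (20 nM enzyme, 500 nM biotin-H3K9 peptide, 20 uM SAM) after a 15 min compound preincubation; product detected by AlphaScreen beads and anti-H3K9me1 antibody.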
# RGS4 inhibitor – Inhibitors of Regulator of G Protein Signaling (RGS) 4: qHTS; Regulator of G-protein signaling 4 (Homo sapiens), P49798; Potency, µM (highest dose often 114 µM), without a hit: at the highest dose activity change, negative = inhibition, most hits filed as inhibitors; Transcreener GDP fluorescence polarization, RGS4-accelerated GTP hydrolysis; 390,000 tested, 0.039% active; note: potency is the fitted concentration of half-maximal effect; % is set by controls: 0 for no effect and ±100 for the full control effect; nearly all actives have a fitted effect of over 75% in size; some results filed as inactive show a strong effect at the top dose
#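 MLSMR compounds (23 nl, pin-transferred) preincubated 10 min at room temperature with a 500nM (2x) first reagent, then RGS4 at 900nM (2x) plus Transcreener GDP mix added; fluorescence polarization (620/688 nm) read before and after 90 min at 30 °C.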
# JMJD2A Tudor inh – qHTS Assay for Inhibitors of JMJD2A-Tudor Domain; Lysine-specific demethylase 4A (Homo sapiens), O75164; AlphaScreen JMJD2A-Tudor / H3K4me3 peptide binding; Potency, µM (series often up to 114 µM), for the others: at the top dose activity change, negative = inhibition, most hits filed as inhibitors; 390,000 tested, 4.4% active; note: potency is the fitted concentration of half-maximal effect; % is set by controls: 0 for no effect and ±100 for the full control effect; nearly all actives have a fitted effect of over 50% in size
# BAZ2B block – qHTS Assay for Inhibitors of BAZ2B. AlphaScreen BAZ2B-H3K14Ac peptide displacement. Potency, µM (highest dose often 114 µM), without a hit: top-dose activity change, negative = inhibition, most hits filed as inhibitors. Bromodomain adjacent to zinc finger domain protein 2B (Homo sapiens), Q9UIF8. 360,000 tested, 4.4% active; note: potency is the fitted concentration of half-maximal effect; % is set by controls: 0 for no effect and ±100 for the full control effect; nearly all actives have a fitted effect of over 60% in size
# Target sequence (Q9UIF8 whole entry, looked up, the tested form may be a part): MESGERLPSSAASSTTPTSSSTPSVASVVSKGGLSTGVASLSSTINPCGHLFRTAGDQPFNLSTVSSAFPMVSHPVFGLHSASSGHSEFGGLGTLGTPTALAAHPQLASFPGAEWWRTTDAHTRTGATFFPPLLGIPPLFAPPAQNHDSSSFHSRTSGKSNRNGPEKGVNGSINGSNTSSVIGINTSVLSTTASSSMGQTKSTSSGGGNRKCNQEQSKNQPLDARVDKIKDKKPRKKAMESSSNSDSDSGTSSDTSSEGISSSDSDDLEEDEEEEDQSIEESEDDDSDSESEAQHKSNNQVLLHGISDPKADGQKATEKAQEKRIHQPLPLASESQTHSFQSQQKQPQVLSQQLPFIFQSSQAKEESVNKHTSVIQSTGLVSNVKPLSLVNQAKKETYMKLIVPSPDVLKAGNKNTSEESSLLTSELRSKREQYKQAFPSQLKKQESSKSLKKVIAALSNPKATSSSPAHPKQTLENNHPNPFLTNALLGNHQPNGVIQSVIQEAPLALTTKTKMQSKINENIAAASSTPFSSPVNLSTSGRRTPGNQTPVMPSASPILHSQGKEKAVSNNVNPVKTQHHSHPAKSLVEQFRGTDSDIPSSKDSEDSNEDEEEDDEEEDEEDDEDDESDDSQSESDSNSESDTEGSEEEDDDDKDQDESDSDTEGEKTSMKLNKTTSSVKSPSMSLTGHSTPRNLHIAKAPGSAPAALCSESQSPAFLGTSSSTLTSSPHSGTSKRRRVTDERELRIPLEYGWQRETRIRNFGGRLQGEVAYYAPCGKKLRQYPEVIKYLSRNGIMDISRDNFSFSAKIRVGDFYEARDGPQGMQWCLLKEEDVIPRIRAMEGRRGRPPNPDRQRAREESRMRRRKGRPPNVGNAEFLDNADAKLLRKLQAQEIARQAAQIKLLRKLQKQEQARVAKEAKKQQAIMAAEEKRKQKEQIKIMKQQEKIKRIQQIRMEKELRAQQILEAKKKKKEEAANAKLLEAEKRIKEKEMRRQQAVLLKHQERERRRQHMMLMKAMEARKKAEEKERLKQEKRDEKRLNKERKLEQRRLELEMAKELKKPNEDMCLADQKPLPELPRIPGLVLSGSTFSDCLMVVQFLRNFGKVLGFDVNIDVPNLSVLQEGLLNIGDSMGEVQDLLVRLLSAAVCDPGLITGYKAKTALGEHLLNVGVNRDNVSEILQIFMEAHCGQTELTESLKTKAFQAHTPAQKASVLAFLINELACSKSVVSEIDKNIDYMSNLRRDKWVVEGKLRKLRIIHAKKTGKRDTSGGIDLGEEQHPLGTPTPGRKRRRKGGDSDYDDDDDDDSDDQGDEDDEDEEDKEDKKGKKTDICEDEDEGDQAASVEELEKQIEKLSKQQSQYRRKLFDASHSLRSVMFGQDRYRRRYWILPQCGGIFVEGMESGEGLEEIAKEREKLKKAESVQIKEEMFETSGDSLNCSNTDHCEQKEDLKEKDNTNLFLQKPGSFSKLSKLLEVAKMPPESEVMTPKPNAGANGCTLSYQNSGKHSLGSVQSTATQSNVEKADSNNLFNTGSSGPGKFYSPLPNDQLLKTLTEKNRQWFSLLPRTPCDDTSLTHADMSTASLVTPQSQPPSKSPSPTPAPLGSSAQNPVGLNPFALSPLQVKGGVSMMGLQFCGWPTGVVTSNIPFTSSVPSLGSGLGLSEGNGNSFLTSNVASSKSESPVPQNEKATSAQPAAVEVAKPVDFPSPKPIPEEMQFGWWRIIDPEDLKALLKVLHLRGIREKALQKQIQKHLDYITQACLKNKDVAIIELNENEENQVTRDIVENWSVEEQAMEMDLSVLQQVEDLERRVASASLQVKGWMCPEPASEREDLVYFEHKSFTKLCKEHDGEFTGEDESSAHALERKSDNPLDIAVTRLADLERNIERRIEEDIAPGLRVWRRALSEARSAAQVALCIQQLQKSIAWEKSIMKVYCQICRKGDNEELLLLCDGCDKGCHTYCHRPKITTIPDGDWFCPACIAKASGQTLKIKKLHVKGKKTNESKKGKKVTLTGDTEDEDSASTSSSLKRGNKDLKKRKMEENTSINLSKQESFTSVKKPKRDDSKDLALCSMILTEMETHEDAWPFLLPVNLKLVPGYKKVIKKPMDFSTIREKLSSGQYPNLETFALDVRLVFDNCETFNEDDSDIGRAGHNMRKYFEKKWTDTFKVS
#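 BAZ2B (50 nM) with biotin-H3(5-23)K14Ac peptide (50 nM) in PBS pH 7.4, 0.01% Tween-20, preformed 30 min, then compound 30 min at room temperature; top concentration 110uM. AlphaScreen streptavidin donor/nickel chelate acceptor beads (10 ug/mL final), 20 min dark, signal read.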
# PI4K2A block – qHTS for small molecular inhibitors of PI4K2A; 420,000 tested, 0.13% active; AID 1346378, 2018; Phosphatidylinositol 4-kinase type 2-alpha (Homo sapiens), Q9BTU6; activity change, negative = inhibition, % at 76.9 µM; purified PI4K2A, ADP-Glo luminescence, 1 h; stronger effect = lower value; in the data active = activity change below about -50%; inconclusive = mostly about -30% to -49%;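 note: -100% = wells without enzyme as full effect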
#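 ADP-Glo luminescence measured ADP generated by PI4K2A enzyme (4 ug/mL before mixing) with 1.2 mM PI substrate (pre-mix) and 300 microM ATP (pre-mix). Tris pH7.5 buffer with MgCl2, Triton X-100; 1 h reaction at ambient temperature.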
# GLS inh – qHTS for Inhibitors of Glutaminase (GLS) | Glutaminase kidney isoform, mitochondrial (Homo sapiens), O94925 | GLS enzymatic activity, qHTS titration | Potency, µM (titrated, usually from 45.5 µM), for inactives: top-dose activity change, negative = inhibition, actives largely listed as inhibitors | 410,000 tested, 0.21% active | AID 624170, 2012; note: potency is the fitted concentration of half-maximal effect; % is set by controls: 0 for no effect and ±100 for the full control effect
#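 Glutamate formation by hKGA was monitored fluorometrically using coupled glutamate oxidase, HRP and Amplex Red. Substrate was added as 1 mM L-glutamine solution; incubation was 30 min at RT after an initial read.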
# ALOX12 inh – Primary qHTS assay for inhibitors of human arachidonate 12S-lipoxygenase (ALOX12): Round 2; Polyunsaturated fatty acid lipoxygenase ALOX12 (Homo sapiens), P18054; purified 12hLO, xylenol orange hydroperoxide absorbance; Potency, µM (titrated, usually from 108 µM), for inactives: at the top dose activity change, negative = inhibition, hits mostly inhibitors; 580,000 tested, 1.1% active; AID 1671190, 2021; note: potency is the fitted concentration of half-maximal effect; % is set by controls: 0 for no effect and ±100 for the full control effect
#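 Hydroperoxide product was detected by ferrous iron/xylenol orange as the 573 to 405 nm absorbance ratio. Arachidonic acid at 40 uM (final) was turned over for 30 min at room temperature by 150 nM human 12hLO, pH 7.0 Hepes buffer, after 15 min compound preincubation.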
# An asterisk follows results filed as active; i = inactive; u = inconclusive; x = not tested or not shown; & = joins results of further samples; [ ] = another dose, or the depositor's remark. Unless noted, calls come from the whole dose curve; as a rule, active = well fitted curve in the direction sought with a large enough effect; inconclusive = small, poorly fitted or top-dose-only effect, or another doubt; inactive = no such curve, though single readings can be large; an effect the other way counts as inactive or inconclusive. This is a subset; count on the stated rates, not on these rows.
SMILES,HP1b chromo inh,ERG Ets-DNA blk,G9a inh,RGS4 inhibitor,JMJD2A Tudor inh,BAZ2B block,PI4K2A block,GLS inh,ALOX12 inh
CCOC(=O)/C(C#N)=C/c1cn(CCC(=O)O)nc1-c1cccc(Cl)c1,18%,2%,u,8%,-11%,x,-2,-12%,4%
COC(=O)c1ccc(/C=N\N2CCN(c3ccccc3)CC2)cc1,25%,-5%,0%,-9%,-18%,-8%,1,-6%,81%[activator]
CCC1CCCCN1c1nc(-c2cccc(OC)c2O)nc2ccccc12 (stereo unspecified),-25%,-8%,40µM*,4%,u,u,-3,8%,-5%
COc1ccc(CCC(=O)Nc2cccc(S(=O)(=O)N3CCOCC3)c2)cc1OC,29%,-6%,u,-14%,-8%,4%,-3,10%,-2%
Cc1ccc2c(Cl)cc(Cl)c(OCC(=O)NC(=O)NCc3ccco3)c2n1,12%,-4%,3%[59 µM],-19%,u,x,1,-10%,0%
C/C(=N\NC(=O)CC1N=C(Cc2ccccc2)NNC1=O)c1ccc(Br)cc1 (stereo unspecified),26%,-1%,x,7%,-11%,-24%,-1,3%,i
O=C(NCC1(c2ccccc2)CCCC1)C(=O)N1CCOCC1,35%[activator],0%,8%[59 µM],8%,-13%,-4%,0,3%,10%
CCCCNC(=O)C1CCC(Cn2c(=O)c3sccc3n(Cc3ccccc3)c2=O)CC1 (stereo unspecified),24%,-1%,17%[59 µM],18%,-11%,-10%,-1,8%,0%
CCC(C)Cn1c(C(C)C)nc2ccccc21 (stereo unspecified),37%,-16%,1%[59 µM],-19%,-3%,0%,-2,-17%,-21%
C/C(=N\N=C\c1cccc(F)c1)c1nnn(-c2nonc2N)c1C,20%,x,28%[59 µM],u,-3%,13%,-1,0%,-18%
O=C(CCNC(=O)c1ccccc1Cl)NCCc1ccc(C(F)(F)F)cc1,16%,25%,17%,-10%,-1%,1%,2,-10%,8%
CCCCOC(=O)n1c(SCC(=O)N(C)C)nc2ccccc21,21%,-3%,-5%[59 µM],-3%,-13%,11%,11,-10%,0%
COc1ccc(C2CC(=O)c3cnc4c(-c5ccccc5)c(C)nn4c3C2)cc1OC (stereo unspecified),22%,-1%,13%[59 µM],5%,-7%,-8%,-3,6%,1%&-19%
C=CCn1c(O)c(N=NC(=O)OC(C)(C)C)c2ccccc21,13%,-7%,8%[59 µM],-12%,-8%,-4%,8,2%,-9%
COC(=O)/C(=C/N(C)C)C(=O)N1CCN(c2ccc(Cl)c(Cl)c2)CC1,23%,-3%,-6%,9%,-16%,-3%,5,0%,-2%
c1ccc(Nc2c3c(nc4ncnn24)CCC3)cc1,30%,-3%,u,-9%,-10%,6%,-2,5%,2%
O=C(NCCN1CCOCC1)c1ccc([N+](=O)[O-])cc1[N+](=O)[O-],28%,-3%,-14%[59 µM],8%,0%,14%,-1,2%,0%
COCCOC(=O)c1c(C)oc2ccc(NS(=O)(=O)c3ccccc3)cc12,20%,x,-8%[12.7 µM],-9%,-11%,-6%,-1,7%,-21%
O=S(=O)(NCC1CCCN(Cc2ccccc2O)C1)c1cccc2cccnc12 (stereo unspecified),41%[activator],-13%,71µM*,-8%,-12%,-17%,0,19%,112%[activator]
O=C1NNC(c2ccccc2)=N/C1=C\c1ccc(Cl)cc1,25%,-17%,x,-52%,-25%,-18%,-6,23%,67%[activator]
Cc1cc(S(=O)(=O)N2CCc3ccccc3C2)ccc1F,10%,3%,-8%[0.501 µM],-29%,-10%,9%,0,8%,9%
COc1cc(CNc2ccc(N3CCN(C(C)=O)CC3)cc2)ccc1OCc1ccccc1,45µM*,3%,28µM*,-10%,45µM*,40µM*,-6,13µM*,u
Cc1nc2c(sc(=S)n2Cc2ccco2)c(=O)n1CC(=O)Nc1ccc(F)cc1,18%,15%,8%,-22%,-18%,-13%[57.1 µM],-1,-9%,-1%
CCNC(=O)c1c(NC(C)=O)sc2c1CCCC2,19%,7%,u,10%,12%,-4%,3,-7%,2%
O=C(C1CCCN(S(=O)(=O)c2cccs2)C1)N1CCC(N2CCCCC2)CC1 (stereo unspecified),30%,2%,3%[59 µM],-5%,-17%,-2%,0,-3%,-2%
CCOc1ccc(-n2c(=O)c3sccc3n(Cc3ccc(C)cc3)c2=O)cc1,49%[activator],7%,15%,-3%,-5%,-8%,0,-4%,5%
CCN(c1ccc(NC(=O)COC(=O)/C=C/c2cccs2)cc1)C(C)C,35µM*,0%,8.9µM*,u,22µM*,18µM*,17,-9%,-3%
CCOc1ccc(CN(C)c2nc(-c3cccnc3)nc3ccccc23)cc1OC,1%,13%,u,19%,u,35µM*,2,-14%,1%
CCOC(=O)n1c(=O)n(Cc2c(Cl)cccc2Cl)c2ccccc21,26%,-1%,-5%[59 µM],-1%,-3%,14%,-2,-2%,16%
O=C(NCCOc1ccccc1)c1ccccc1[N+](=O)[O-],43%[activator],10%,-7%,10%,-6%,-37%,4,1%,4%
CC1CCCN(C(=O)c2cn(-c3ccccc3)nc2-c2cccnc2)C1 (stereo unspecified),33%,-8%,-4%,3%,-6%,7%,-2,3%,21%
CCOc1ccc2oc(C(=O)OCC(=O)NCC3CCCO3)c(C)c2c1 (stereo unspecified),38%,7%,-8%,2%,-16%,-32%,3,-2%,-2%
CSc1nnc(-c2ccco2)n1-c1ccccc1,22%,-4%,8%[59 µM],-31%,10%,5%,-2,0%,u
O=C(Nc1sc2c(c1C(=O)NCC1CCCO1)CCCC2)c1cc(=O)c2ccccc2o1 (stereo unspecified),20%,-1%,-4%[59 µM],11%,-14%,-10%,2,5%,-18%
O=c1c2c(-c3ccccc3)csc2nc2n1CCC2,-20%,-5%,-36%[12.7 µM],u,-19%,9%,5,-19%,-35%
CC1(C)NC(=O)N(CCSc2ccc(Cl)cc2)C1=O,23%,-1%,-12%,9%,7%,49%[activator],7,x,-14%
COc1cccc(-c2c(C(=O)N/N=C/C3CC=CCC3)nnn2-c2nonc2N)c1 (stereo unspecified),57%[activator],5%,54%[activator],5%[56.9 µM],-13%,u,-2,-9%,4%
COc1ccc(NC(=O)CSc2nc3ccsc3c(=O)n2CCC(=O)O)c(OC)c1,37%,-30%,-1%,-12%,5%,-15%,-3,-1%,2%
Cc1ccc(Cn2c(=N)c(C(=O)NCCN3CCOCC3)cc3c(=O)n4ccccc4nc32)cc1,20%,-3%,7%,u,-12%,-19%,-1,4%,-14%
COc1ccccc1OCC(=O)Nc1ccc(S(=O)(=O)Nc2onc(C)c2C)cc1,32%[activator],13%,21%[59 µM],5%,-5%,8%,-1,8%,19%
CCc1ccc(NC(=O)CSc2nc3ccccc3nc2Cc2ccc(C)cc2)cc1,24%[57 µM],-8%,18%[59 µM],12%,-13%,7%,2,7%,-11%
Oc1ccc(C=Nc2ccc(N3CCOCC3)cc2)c(O)c1,u,22%,1.6µM*,-46%,22µM*,u,-9,97%[activator],0%
O=C(Nc1ccc(Br)cc1Cl)c1ccc(OCC2CCCO2)cc1 (stereo unspecified),52%[activator],-3%,x,12%,13%,x,2,-2%,-8%
CCOC(=O)c1[nH]c(C)c(/C(O)=C2\C(=O)C(=O)N(CCN(C)C)C2c2ccc(C)o2)c1C (stereo unspecified),6%,0%,40µM*,-24%,u,-35%,-2,8%,-21%
COc1ccccc1N=C(C)C1=C(O)CSC1=O,16%,3%,u,-7%,-8%,2%,0,5%,0%
CC(C(=O)NCc1ccco1)n1cc([N+](=O)[O-])cn1 (stereo unspecified),21%,-16%,-4%,-3%,-7%,-11%,0,1%,-10%
Cc1cccc(C)c1NC(=O)CNC(=O)C1CCCN(C(=O)c2ccc(Cl)cc2)C1 (stereo unspecified),18%,-7%,37%[activator][12.7 µM],-8%,-10%,8%,4,5%,12%
Cc1nc2ccn(Cc3ccco3)c(=O)c2cc1C(=O)NCc1ccc(Cl)cc1,19%,3%,-1%[59 µM],-36%,-18%,-22%,-22,8%,u
NC(=O)c1ccsc1NC(=O)CCS(=O)(=O)c1ccccc1,25%,-4%,5%[12.7 µM],-5%,-11%,-21%,6,-9%,-8%

# Screening results from PubChem.
